High-throughput results: PubChem BioAssay, several laboratories
PPARg SRC-2 ag = agonists of PPARg-SRC-2 recruitment, primary screen, biochemical, HTS; PPARgamma LBD-SRC-2 recruitment; activation, % at 8 µM; actives 0.34% (n = 200,000); AID 1032, 2008; Peroxisome proliferator-activated receptor gamma (Homo sapiens), P37231; in the data active = activation above about 22%;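 also: 0% = vehicle and 100% = reference agonist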
S1P3 antag = S1P3 receptor antagonists, primary screen, cell-based | Sphingosine 1-phosphate receptor 3 (Homo sapiens), Q99500 | CHO S1P3 NFAT-BLA reporter, FRET fluorescence, antagonist mode | inhibition, % at 4.98 µM | actives 0.27% (n = 170,000);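 active = inhibition above the plate cutoff, the mean inhibition of test wells on that plate plus 3 SD, cut at about 28% in these data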;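 also: cells challenged with S1P at its EC80 of 0.8 µM; blue over green emission ratio from cleaved BLA substrate after 4 h stimulation; 0% = S1P-stimulated wells and 100% = unstimulated DMSO-only wells; some compounds past the cut are filed as inactive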
Target sequence (Q99500 whole entry, looked up): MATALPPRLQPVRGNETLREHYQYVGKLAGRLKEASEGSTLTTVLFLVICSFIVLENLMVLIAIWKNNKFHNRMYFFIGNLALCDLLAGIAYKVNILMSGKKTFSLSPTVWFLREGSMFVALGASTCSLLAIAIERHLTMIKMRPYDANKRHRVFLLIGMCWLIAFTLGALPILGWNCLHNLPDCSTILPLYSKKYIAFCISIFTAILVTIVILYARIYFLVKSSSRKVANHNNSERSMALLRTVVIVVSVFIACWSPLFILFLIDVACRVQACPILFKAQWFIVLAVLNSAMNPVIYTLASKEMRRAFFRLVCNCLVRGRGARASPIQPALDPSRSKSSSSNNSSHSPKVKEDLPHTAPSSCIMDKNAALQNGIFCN
Diaph inh CS = diaphorase inhibitors and chemical oxidizers, primary screen, counter-screen for diaphorase-coupled primary assays, biochemical, uHTS, resorufin fluorescence; diaphorase resazurin-to-resorufin fluorescence, NADH, 16 min; bacterial (C. kluyveri) enzyme, not human; inhibition, % at 20 µM; actives 0.69% (n = 190,000); AID 1217, 2008;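 active = primary screen inhibition at 20 µM above a set limit, cut at about 50% in these data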;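 also: plate controls were DMSO with full reaction for no effect and wells lacking NADH for full effect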
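material = Clostridium kluyveri diaphorase enzyme | amount = 0.14 U/mL diaphorase, enzyme working solution | schedule = incubation 16 min, room temperature | detection = fluorescence of resorufin formed from resazurin, Ex 544/Em 590 nm | benchmarks = positive control minus NADH, DMSO neutral control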
G6PDH CS = L. mesenteroides G6PDH inhibitors, counter-screen for G6PDH-coupled screening assays, biochemical, Leuconostoc mesenteroides enzyme | inhibition, % at 5 µM | Purified L. mesenteroides G6PDH, diaphorase/resazurin coupled fluorescence, 45 min | actives 0.12% (n = 200,000) | glucose-6-phosphate dehydrogenase [Leuconostoc mesenteroides]; in the data active = inhibition above about 50%
PMI activator = activators of human PMI, primary screen, biochemical, fluorescence intensity, near-Km mannose 6-phosphate | purified human PMI, coupled resazurin fluorescence, 20 min; hits give high values; 1 = vehicle control, 0 substrate-free wells | actives 0.005% (n = 190,000) | Mannose-6-phosphate isomerase (Homo sapiens), P34949 | activation factor at 20 µM;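 active = activation factor of 2 or more at 20 µM, relative to plate controls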
Target sequence (P34949 whole entry, looked up): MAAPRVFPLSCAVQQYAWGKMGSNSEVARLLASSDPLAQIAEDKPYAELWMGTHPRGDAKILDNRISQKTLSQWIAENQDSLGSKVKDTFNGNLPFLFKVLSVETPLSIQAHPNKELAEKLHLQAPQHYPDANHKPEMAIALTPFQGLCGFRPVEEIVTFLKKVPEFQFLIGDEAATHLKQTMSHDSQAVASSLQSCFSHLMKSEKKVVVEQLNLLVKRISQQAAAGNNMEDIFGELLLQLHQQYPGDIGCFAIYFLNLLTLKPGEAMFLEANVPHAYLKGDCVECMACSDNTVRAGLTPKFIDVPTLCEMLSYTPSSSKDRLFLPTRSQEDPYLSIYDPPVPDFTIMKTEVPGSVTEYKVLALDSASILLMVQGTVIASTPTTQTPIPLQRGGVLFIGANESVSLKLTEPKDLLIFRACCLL
PMI act satM6P = human PMI activators, high substrate, primary screen, biochemical, fluorescence intensity, near-saturating mannose 6-phosphate; coupled PMI enzyme assay, resazurin fluorescence, 20 min; hits give high values; 1 = untreated enzyme, 0 = substrate-free blank; activation factor at 20 µM; actives 0.34% (n = 190,000); AID 1216, 2008;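 active = activation factor of 2 or more at 20 µM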
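Test system: Human PMI in coupled enzyme assay | Input: 15 ng/mL PMI | Medium: HEPES-buffered pH 7.4 with magnesium and detergent | Compound: One concentration, 20 µM, in 1% DMSO | Incubation: Enzyme reaction with compound 20 min at room temperature | Detection: Diaphorase-driven resazurin-to-resorufin fluorescence, excitation 544, emission 590 nm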
PPARg SRC1 recr = PPARgamma agonists recruiting SRC-1 coactivator, primary screen, biochemical; PPARgamma-SRC-1 coactivator recruitment biochemical assay; activation, % at 8 µM; actives 0.41% (n = 200,000); AID 631, 2007; in the data active = activation above about 19%;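 also: 0% = DMSO and 100% = reference agonist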
Diaph act CS = compounds boosting diaphorase resazurin reduction – biochemical, uHTS, resorufin fluorescence, counter-screen for diaphorase-coupled primary assays, primary screen; Diaphorase/resazurin coupled assay, 16 min; hits give high values; 1 = vehicle wells, 0 = NADH-free wells; activation factor at 20 µM; actives 0.005% (n = 190,000); AID 1229, 2008;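 active = diaphorase activity raised at least twofold by the compound at 20 µM; inactive = activation factor below 2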
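Material: bacterial diaphorase enzyme (C. kluyveri); amount: enzyme 0.07 U/mL final; reagent: NADH substrate 0.114 mM plus resazurin dye 0.1 mM, final; doses: single compound dose of 20 µM, 1% DMSO final; timing: 16 min enzyme reaction, ambient temperature; measured by: fluorescence of resorufin, 544 nm excitation, 590 nm emission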
TR-FRET SRC-2 ct = TR-FRET signal artefacts, primary screen, artefact control for PPARgamma SRC-2 agonist project, biochemical; TR-FRET artefact counter-screen; hits give high values; TR-FRET ratio at 8 µM; actives 0.4% (n = 200,000); in the data active = TR-FRET ratio above about 2000; also: inactives centre near 1500
ROMK primary = ROMK potassium channel modulators, primary screen, cell-based, thallium flux, MLSMR library; actives 2% (n = 130,000); B-score at 10 µM; Tet-inducible ROMK, thallium flux fluorescence; actives lie on both sides; ATP-sensitive inward rectifier potassium channel 1 (Homo sapiens), P48048; AID 1918, 2009;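 active = signal ratio slope over the read window, or its plate-corrected B-score, at least 3 SD from the plate mean, either direction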;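 also: B-score of the F/F0 ratio slope over 7 to 12 s after thallium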
PPARg SRC-3 ag = PPARgamma agonists recruiting SRC-3 coactivator, primary screen, biochemical; biochemical PPARgamma/SRC-3 coactivator recruitment assay; activation, % at 8 µM; actives 0.26% (n = 200,000); in the data active = activation above about 23%;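 also: 0% = DMSO and 100% = reference agonist; some compounds past the cut are filed as inactive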
* marks the source's active call; other numbers are inactive results; nt = no result given.

Structure,PPARg SRC-2 ag,S1P3 antag,Diaph inh CS,G6PDH CS,PMI activator,PMI act satM6P,PPARg SRC1 recr,Diaph act CS,TR-FRET SRC-2 ct,ROMK primary,PPARg SRC-3 ag
CC(=O)Nc1ccc(N2C(=O)CCC2=O)cc1C,17,nt,12,6,1,1.1,4,0.9,1811,nt,5
NC(=O)CSc1nc2ccccc2n1Cc1ccccc1F,2,-15,8,0,1,1,-2,0.9,1398,-1.6,-13
COc1ccc(CNC(=O)COc2ccc(C(=O)c3ccc(F)cc3)cc2)cc1,0,4,17,4,1,1,-9,0.8,1615,1.6,2
COc1cc(OC)c(CN2CCN(c3ccc(F)cc3)CC2)cc1Br,-5,1,22,5,1,1,-8,0.8,1520,nt,-5
CCN1/C(=C\c2ccc3cc(C)ccc3[n+]2CC)Sc2cc(C)c(C)cc21,0,20,-8,-7,0.5,0.9,-2,1.1,1741,-5*,-1
N=c1n(CCN2CCOCC2)c2ccccc2n1CC(O)COc1ccccc1 (centres undefined),-2,-8,9,-8,1,1,8,0.9,1605,-0.82,2
O=C(Cn1nnc(-c2ccccc2F)n1)OCC(=O)c1ccccc1,3,-10,4,7,1,0.9,9,1,1633,-0.076,1
O=C(CCCc1ccccc1)Nc1ccccn1,-10,-11,0,2,1.1,1,3,1,1518,-0.52,1
CCOC(=O)C1=C(c2ccccc2)NC(SCC(=O)Nc2ccc(C)cc2)=C(C#N)C1c1ccco1 (centres undefined),-2,28,4,-4,0.9,1,2,1,1612,nt,6
CC1CCCCC1NC(=O)C(Cc1ccccc1)NS(=O)(=O)c1cccs1 (centres undefined),-7,nt,18,8,1,1,-2,0.8,1440,-0.52,-8
COc1ccc(NC(=O)c2cc(Cl)ccc2NC(=O)c2ccco2)c(OC)c1,4,nt,5,-1,1,1,-2,1,1548,-0.29,-2
COC(=O)c1sccc1NC(=O)C1C2C=CC(C2)C1C(=O)O (centres undefined),11,nt,13,13,1,1,-3,0.9,1427,0.043,13
Cc1ccc(CCNC(=O)CCS(=O)(=O)c2ccc(Br)cc2)cc1,3,-16,7,-2,1,1,-3,0.9,1577,0.068,5
Cc1ccc(NC(=O)CSc2nnc(CSc3nc(C)cc(C)n3)n2Cc2ccco2)c(C)c1,10,19,8,-28,1,1,-1,0.9,1495,nt,1
CCS(=O)(=O)n1nc(-c2ccccc2)nc1N,7,nt,-2,6,1,0.9,-6,1,1578,0.22,3

Whole records, looked up by structure. Screens in order: PPARg SRC-2 ag | S1P3 antag | Diaph inh CS | G6PDH CS | PMI activator | PMI act satM6P | PPARg SRC1 recr | Diaph act CS | TR-FRET SRC-2 ct | ROMK primary | PPARg SRC-3 ag
Shown for CCS(=O)(=O)n1nc(-c2ccccc2)nc1N → 7 | nt | -2 | 6 | 1 | 0.9 | -6 | 1 | 1578 | 0.22 | 3
Shown for COC(=O)c1sccc1NC(=O)C1C2C=CC(C2)C1C(=O)O (centres undefined) → 11 | nt | 13 | 13 | 1 | 1 | -3 | 0.9 | 1427 | 0.043 | 13
Shown for O=C(Cn1nnc(-c2ccccc2F)n1)OCC(=O)c1ccccc1 → 3 | -10 | 4 | 7 | 1 | 0.9 | 9 | 1 | 1633 | -0.076 | 1
Shown for O=C(CCCc1ccccc1)Nc1ccccn1 → -10 | -11 | 0 | 2 | 1.1 | 1 | 3 | 1 | 1518 | -0.52 | 1

Next structures:
Structure,PPARg SRC-2 ag,S1P3 antag,Diaph inh CS,G6PDH CS,PMI activator,PMI act satM6P,PPARg SRC1 recr,Diaph act CS,TR-FRET SRC-2 ct,ROMK primary,PPARg SRC-3 ag
COc1cc2cc(/C=C/C(=O)c3ccco3)c(Cl)nc2cc1OC,-7,nt,11,-3,1,1.2,1,0.9,1456,nt,-6
CC(=O)OCc1c(C(F)(F)F)nn(C)c1SCc1ccc(Cl)cc1,9,nt,22,14,0.8,0.9,0,0.8,1411,0.33,-5
O=C(COC(=O)c1ccccc1NC(=O)c1ccco1)NCCC1=CCCCC1,6,-13,6,11,0.9,1,2,0.9,1607,-1.5,3
COc1ccccc1OCC(=O)/C=C1/N(C)c2ccccc2C1(C)C,1,8,3,4,1,1,1,1,1586,0.53,3
COCCNC(=O)C(=O)NCC1OCCN1C(=O)c1ccc(Cl)cc1 (centres undefined),13,-22,-4,12,1.1,1.1,0,1,1631,0.44,1
CCOC(=O)C1(Cc2ccc(Cl)cc2)CCN(Cc2nccn2CC)CC1,0,-4,13,14,0.9,1,1,0.9,1541,-0.71,1
COc1cccc(C(=O)c2c[nH]c(C(=O)NCCCN(C)C)c2)c1,6,-11,5,31,0.9,0.9,11,0.9,1584,-1,8
Clc1ccc(N=c2ssnc2Cl)cc1,2,nt,2,3,0.2,0.4,-5,1,1360,nt,-2
COc1cc(NS(=O)(=O)c2ccc(NC(=O)/C=C/c3ccc([N+](=O)[O-])cc3)cc2)ncn1,1,-15,20,5,1.1,1.1,3,0.8,1458,nt,4
O=C(COC(=O)Cc1cccs1)Nc1ccc(F)c(F)c1F,4,nt,5,1,1,1,7,0.9,1448,nt,1
O=C(NCCc1nc2ccccc2[nH]1)/C(=C/c1ccc2c(c1)OCO2)NC(=O)c1ccccc1,-3,3,5,-5,1,1.1,-2,0.9,1378,0.33,2
NC(=O)c1nsc(C(=O)N(c2ccc(Cl)cc2)C(C(=O)NCC2CCCO2)c2cccs2)c1N (centres undefined),7,9,4,4,0.9,1,4,1,1543,-1.2,4
O=S(=O)(NC1=NCCC1)c1cccs1,13,-13,9,19,0.9,0.9,2,0.9,1658,nt,7
Cc1cccc(-n2ncc3c(NCCCn4ccnc4)ncnc32)c1,10,-12,1,5,0.8,0.9,9,1,1726,nt,8
Cc1cc([N+](=O)[O-])nn1CC(=O)Nc1ccc(Cl)cn1,11,-5,-1,0,1.1,1.1,9,1,1720,nt,2

The results go on:
Fields – PPARg SRC-2 ag	S1P3 antag	Diaph inh CS	G6PDH CS	PMI activator	PMI act satM6P	PPARg SRC1 recr	Diaph act CS	TR-FRET SRC-2 ct	ROMK primary	PPARg SRC-3 ag
O=C(C1=C[C@@H](c2ccc(Br)cc2)C[C@@H](OCc2ccc(CO)cc2)O1)N1CCN(Cc2ccc3c(c2)OCO3)CC1
    4	-4	40	6	0.8	0.9	6	0.6	1568	nt	1
CCCCCn1c(CN2CCN(c3cc(Cl)ccc3C)CC2)nc2c1c(=O)[nH]c(=O)n2C
    -7	5	24	2	0.8	0.9	13	0.8	1634	nt	-1
CN1CCN(c2ccccc2NC(=O)c2cccc(OCc3ccccc3)c2)CC1
    -2	4	-2	-27	1	1	-3	1	1292	nt	-7
CCOC(=O)c1cc(-c2ccccc2)sc1NC(=O)COC(=O)c1ccc(Cl)c(S(N)(=O)=O)c1
    -3	-12	8	16	1	1	-9	0.9	1410	0.018	-4
C/C(=C\c1ccccc1)C(=O)N1CCN(c2cccc(C(F)(F)F)c2)CC1
    -3	-6	9	9	0.9	0.9	-3	0.9	1634	0.0025	-1
Cc1cc(NS(=O)(=O)c2ccc(NC(=O)Nc3ccc4c(c3)OCO4)cc2)no1
    -1	-4	18	0	1	0.8	-2	0.8	1675	nt	2
CC(=O)c1ccc(C(C)(C)c2ccc(C(C)=O)s2)s1
    0	-66	7	9	1	1	5	0.9	1655	nt	6
Cc1cc(C)c2[nH]c(O)c(N=NC(=O)c3cc4c(s3)CCCC4)c2c1
    4	-9	-2	0	1.1	1.1	-2	1	1546	1.8	0
CCCc1cc2c(cc1NC(=O)c1ccco1)OCO2
    4	-7	7	-4	1	0.8	-2	0.9	1537	-0.14	1
CCCN=CC1=C(O)CC(c2ccccc2)CC1=O (centres undefined)
    -1	nt	2	-3	1	1	-4	1	1487	0.24	-9
CC(C)C(=O)N(c1cc2sc(=O)oc2c2ccccc12)S(=O)(=O)c1cccs1
    7	nt	61*	10	0.6	0.8	7	0.4	1568	0.6	10
CCN(CC(N)=O)S(=O)(=O)c1ccc(Br)cc1
    6	-19	-6	-5	1	1	4	1.1	1548	nt	8
COc1ccc(OC)c2sc(NNC(=O)C3COc4ccccc4O3)nc12 (centres undefined)
    6	10	19	14	0.9	1	8	0.8	1648	0.63	-6
CN(C)c1ccc(C(CN)c2c[nH]c3ccccc23)cc1 (centres undefined)
    16	-3	-17	2	1	0.9	13	1.2	1578	-1.5	10
Cc1cc(C)n(-c2cccc(F)n2)n1
    -1	-6	-4	1	1.1	1.1	4	1	1412	-0.032	6
CCN(CC)S(=O)(=O)c1cc(Br)ccc1OC
    2	nt	-4	10	1	1.1	0	1	1352	-0.27	1
CCCC/C(O)=C/c1nc2ccccc2[nH]c1=O
    3	nt	6	3	0.9	1	5	0.9	1486	nt	5
O=C(N/N=C/c1ccccn1)c1cc(-c2ccncc2)nc2ccccc12
    5	-6	3	5	1.1	0.9	-3	1	1514	2.7	-1
O=C(c1ccccc1F)N1CCCC(c2ccccc2)C1 (centres undefined)
    -4	-1	18	8	1.1	1	2	0.8	1464	-0.4	0
C=C(C)CSc1nnc2[nH]c(=O)cc(N)n12
    -6	-15	nt	nt	nt	nt	0	nt	1499	nt	-4
COc1ccc(/C=N/Nc2nccnc2Cl)c(OC)c1
    -3	-9	7	14	1	1	-3	0.9	1392	-0.098	-2
